Screening data deposited in PubChem by The Scripps Research Institute Molecular Screening Center.
CHRM1 agonist: agonists of human M1 muscarinic receptor | P11229 | CHO-K1 hM1, Fluo-8 calcium fluorescence, agonist mode; 0% DMSO, 100% acetylcholine EC100 | activation, % at 3 µM | actives 0.33% (n = 360,000) | AID 588814;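 active means activation above the run's mean compound activation plus 3 SD, cut at about 16% in these data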;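 further: peak over basal fluorescence ratio within a 140 s kinetic read after compound addition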
M1 antag: human CHRM1 antagonism; P11229; CHO-K1 hM1, Fluo-8 calcium fluorescence, ACh EC80 antagonist; inhibition, % at 3 µM; actives 1.3% (n = 360,000); AID 588852;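 active means percent inhibition above its own plate's cutoff, namely the mean of that plate's compound wells plus 3 SD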;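 further: peak over basal fluorescence ratio during 140 s after agonist addition; 0% = ACh EC80 plus DMSO and 100% = DMSO alone without agonist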
OXTR agonist: agonists of human oxytocin receptor; P30559; CHO-OTR cells, Fluo-8 calcium fluorescence; normalized: DMSO 0%, oxytocin 100%; activation, % at 3 µM; actives 0.32% (n = 320,000);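 active means activation above the mean of all tested compounds plus 3 SD, cutoff set per screening run, cut at about 20% in these data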;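 further: peak over basal fluorescence ratio from a 100 s FLIPR kinetic read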
Target sequence (P30559 whole entry, looked up): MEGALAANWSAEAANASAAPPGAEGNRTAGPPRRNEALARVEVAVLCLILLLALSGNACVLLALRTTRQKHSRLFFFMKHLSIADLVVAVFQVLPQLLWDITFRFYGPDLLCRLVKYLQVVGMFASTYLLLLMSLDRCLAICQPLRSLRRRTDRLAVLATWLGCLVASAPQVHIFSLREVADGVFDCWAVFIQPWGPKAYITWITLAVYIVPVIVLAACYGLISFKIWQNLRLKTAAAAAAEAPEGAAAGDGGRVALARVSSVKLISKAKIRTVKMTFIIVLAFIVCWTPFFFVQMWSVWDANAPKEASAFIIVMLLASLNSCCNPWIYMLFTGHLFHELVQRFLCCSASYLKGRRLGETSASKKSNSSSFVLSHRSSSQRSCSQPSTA
V1R ag counter: counter-screen for oxytocin receptor agonists: human V1a receptor agonists | CHO-V1R cells, Fluo-8 calcium fluorescence, agonist mode; 0% DMSO, 100% 3 nM vasopressin | actives 0.25% (n = 320,000) | activation, % at 3 µM;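 active means activation above the mean activation of all tested compounds plus 3 SD, per screening run, cut at about 20% in these data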;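 further: signal is peak over basal fluorescence ratio across a 100 second FLIPR read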
Target sequence (P37288 whole entry, looked up): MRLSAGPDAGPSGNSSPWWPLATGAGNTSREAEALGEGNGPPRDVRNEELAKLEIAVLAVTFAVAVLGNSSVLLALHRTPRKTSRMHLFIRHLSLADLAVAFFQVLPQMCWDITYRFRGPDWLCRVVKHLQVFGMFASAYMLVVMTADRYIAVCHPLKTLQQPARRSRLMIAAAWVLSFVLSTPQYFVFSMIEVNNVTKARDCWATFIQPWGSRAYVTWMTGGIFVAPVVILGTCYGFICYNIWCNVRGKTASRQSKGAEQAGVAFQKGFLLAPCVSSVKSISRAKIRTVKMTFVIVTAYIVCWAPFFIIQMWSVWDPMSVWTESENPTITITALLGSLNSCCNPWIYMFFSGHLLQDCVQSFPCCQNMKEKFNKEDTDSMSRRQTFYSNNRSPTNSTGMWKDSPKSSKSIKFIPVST
CHO parental Ca: counter-screen: ATP calcium response change in parental CHO cells; actives 0.63% (n = 330,000); inhibition, % at 5.6 µM; parental CHO-K1, ATP-induced calcium, Fluo-8 fluorescence;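 active means inhibition above that plate's mean sample inhibition plus 3 SD, cut at about 26% in these data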;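 further: 0% = ATP-challenged DMSO wells and 100% = DMSO wells without ATP; some compounds past the cut are filed as inactive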
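Test system: untransfected parental CHO cell line; also added: ATP stimulus; dosing: 5.6 µM, single dose; signal: calcium-sensitive Fluo-8 fluorescence; measure: percent inhibition of ATP-evoked calcium rise, normalized to controls; benchmarks: low control ATP plus DMSO, high control DMSO only; replication: one well per compound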
TAAR1 antag: antagonists of human TAAR1; Q96RJ0; CHO RD-HGA16 TAAR1, Fluo-8 calcium fluorescence, antagonist; inhibition, % at 3 µM; actives 1.5% (n = 360,000);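 active means inhibition above a per-plate cutoff, the mean inhibition of test compounds on that plate plus 3 SD, cut at about 49% in these data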;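 further: 0% = DMSO plus EC80 beta-PEA response and 100% = DMSO alone without agonist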
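test system = CHO RD-HGA16 cells bearing hTAAR1 | replication = singlicate | controls = DMSO-only wells and EC80 β-PEA-stimulated wells | reagent = EC80 β-phenethylamine stimulus | read-out basis = percent inhibition of PEA-evoked calcium signal, max/basal emission ratio | schedule = seeding 17-24 h prior, 75-min 37 °C, 30-min RT dye loading | signal = kinetic Fluo-8 calcium fluorescence measurement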
CHRM1 PAM: human CHRM1 positive allosteric modulation | P11229 | CHO-K1 hM1, Fluo-8 calcium fluorescence, ACh EC20; 0% = ACh EC20, 100% = maximal ACh | activation, % at 3 µM | actives 0.088% (n = 360,000) | AID 588819; in the data active means activation above about 19%, passing the limit was not always enough
OXTR potentiate: human OXTR potentiation; P30559; CHO-OTR cells, Fluo-8 calcium fluorescence, potentiator mode; 0% = oxytocin EC15, 100% = EC100; activation, % at 3 µM; actives 0.061% (n = 320,000);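 active means activation above that plate's cutoff, the mean activation of tested compounds plus 3 SD, cut at about 6.6% in these data, passing the limit was not always enough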;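 further: 100% uses oxytocin at 75 nM as the full agonist control; some results filed as inactive read as strong as hits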
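Material: CHO-OTR cells, human receptor; compound dosing: single dose, 3.0 µM nominal final compound concentration; schedule: 6 min compound pre-incubation at room temperature, 100 s kinetic read; measured by: kinetic Fluo-8 calcium fluorescence; read-out basis: % activation vs EC15 and EC100 oxytocin; controls: EC15 oxytocin alone as 0%, 75 nM oxytocin as 100%; replicates: singlicate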
TAAR1 ag: agonists of human TAAR1; CHO RD-HGA16 TAAR1, Fluo-8 calcium fluorescence; vehicle wells 0%, saturating PEA agonist 100%; activation, % at 3 µM; Q96RJ0; actives 0.99% (n = 360,000); AID 624467;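 active means activation above the mean activation of all test compounds in the run plus 3 SD, cut at about 38% in these data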
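Test system: RD-HGA16 (CHO) cells co-expressing Gα16 and hTAAR1 / Benchmarks: DMSO vehicle as 0%, PEA at EC100 as 100% / Repeats: no replicates (n 1) / Measure: % activation from peak over basal fluorescence ratio, DMSO-to-PEA scaled / Timing: 17-24 h plating, Fluo-8 75 min 37 °C, 30 min RT / Technique: kinetic Fluo-8 calcium fluorescence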
The depositor's hits bear a star.

For COC(=O)C(CO)NC(=O)C(C)NC(=O)CNC(=O)OCc1ccccc1 (configuration not stated) the results were CHRM1 agonist -7.9, M1 antag 7.8, OXTR agonist 0.4, V1R ag counter 0.5, CHO parental Ca -6.3, TAAR1 antag 6.3, CHRM1 PAM -0.4, OXTR potentiate -5.6 and TAAR1 ag 2.7.
O=C(c1cn2ccccc2n1)N1CCCC(Nc2ccc(F)c(F)c2)C1 (configuration not stated) was read as CHRM1 agonist -2.5, M1 antag -3.1, OXTR agonist -0.4, V1R ag counter -0.1, CHO parental Ca -23.7, TAAR1 antag -12.7, CHRM1 PAM 5.2, OXTR potentiate -1.5 and TAAR1 ag 2.0.
O=C(O)c1cnc2ccc(Cl)cc2n1 was read as CHRM1 agonist -1.4, M1 antag 9.4, TAAR1 antag -23.9, CHRM1 PAM -5.5 and TAAR1 ag 1.7.
For Cc1ccc(Cn2nnc3c(=O)n(CC(=O)N4CCCc5ccccc54)cnc32)cc1 the results were CHRM1 agonist -0.8, M1 antag -20.7, OXTR agonist 3.6, V1R ag counter 3.6, CHO parental Ca -6.5, TAAR1 antag 0.9, CHRM1 PAM 0.2, OXTR potentiate -10.4 and TAAR1 ag 6.9.
For O=C(N/N=C1\CC2CC=CC12)c1ccccc1Cl (configuration not stated) the results were CHRM1 agonist 3.4, M1 antag -3.3, OXTR agonist 0.3, V1R ag counter -0.5, CHO parental Ca -4.5, TAAR1 antag -11.8, CHRM1 PAM 13.6, OXTR potentiate -3.9 and TAAR1 ag 6.6.
CC(C)C(C)N(Cc1cccc(C(=O)O)c1)C(=O)c1ccc2ccccc2n1 (configuration not stated) was read as CHRM1 agonist -2.1, M1 antag -17.4, OXTR agonist -0.8, V1R ag counter 1.8, CHO parental Ca -0.2, TAAR1 antag -21.4, CHRM1 PAM 13.8, OXTR potentiate -3.3 and TAAR1 ag 0.6.
COc1ccc(CCCNC(=O)C2CCC(=O)N(Cc3ccc(Cl)cc3)C2)cc1 (configuration not stated) was read as CHRM1 agonist 1.7, M1 antag 4.3, TAAR1 antag -37.9, CHRM1 PAM 4.5 and TAAR1 ag 1.3.
Cc1ccc(NC(=O)c2cccc(S(=O)(=O)N3CCCCC3)c2)cc1 was read as CHRM1 agonist -5.5, M1 antag 15.6, OXTR agonist 1.4, V1R ag counter 4.7, CHO parental Ca -7.4, TAAR1 antag -9.4, CHRM1 PAM -11.4, OXTR potentiate -2.2 and TAAR1 ag -0.7.
For O=C(CNc1ccc(Oc2ccccc2)cc1)N1CCOCC1 the results were CHRM1 agonist -5.4, M1 antag 0.7, OXTR agonist 1.4, V1R ag counter 3.0, CHO parental Ca -0.2, TAAR1 antag -3.5, CHRM1 PAM -3.8, OXTR potentiate 0.8 and TAAR1 ag 2.3.
For O=C(COC(=O)c1ccccn1)Nc1ccc(S(=O)(=O)N2CCOCC2)cc1 the results were CHRM1 agonist -5.3, M1 antag -15.9, OXTR agonist 1.5, V1R ag counter 1.4, CHO parental Ca -4.5, TAAR1 antag -11.7, CHRM1 PAM 4.5, OXTR potentiate -2.4 and TAAR1 ag 8.9.
Cc1cccc(C)c1NC(=O)C1(N(Cc2ccco2)C(=O)CC2NC(=O)NC2=O)CCCC1 (configuration not stated) was read as CHRM1 agonist -1.3, M1 antag -10.2, OXTR agonist 0.1, V1R ag counter -1.6, CHO parental Ca -4.4, TAAR1 antag -9.2, CHRM1 PAM 6.0, OXTR potentiate 0.8 and TAAR1 ag 11.7.
`COc1ccc(C(=O)N(C)C2CCCN(Cc3ccccc3F)C2)cc1C` (configuration not stated) gave CHRM1 agonist -8.4, M1 antag 6.5, OXTR agonist -2.6, V1R ag counter 0.3, CHO parental Ca -12.5, TAAR1 antag -3.6, CHRM1 PAM -2.0, OXTR potentiate 0.1 and TAAR1 ag -2.2.
Screening Cc1nn(Cc2ccccc2)c(C)c1CNC(=O)c1ccc(F)c(S(=O)(=O)N2CCOCC2)c1 returned CHRM1 agonist -7.0, M1 antag -1.0, OXTR agonist 3.0, V1R ag counter 3.2, CHO parental Ca -21.8, TAAR1 antag -9.2, CHRM1 PAM 1.3, OXTR potentiate 6.0 and TAAR1 ag 2.3.
CC(=O)C1C(c2ccc(OC(F)F)cc2)NC(=O)NC1(O)C(F)(F)F (configuration not stated) was read as CHRM1 agonist -0.5, M1 antag -6.3, OXTR agonist -0.1, V1R ag counter -0.1, CHO parental Ca 8.3, TAAR1 antag -0.6, CHRM1 PAM -0.9, OXTR potentiate -1.6 and TAAR1 ag 0.9.
For Cc1sc2ncnc(-n3cnc4ccccc43)c2c1C the results were CHRM1 agonist -8.3, M1 antag -34.2, OXTR agonist -0.5, V1R ag counter -0.7, CHO parental Ca 4.2, TAAR1 antag -17.3, CHRM1 PAM 10.3, OXTR potentiate -2.8 and TAAR1 ag 6.9.
For COc1ccccc1Nc1nc2c(C)cccc2cc1C#N the results were CHRM1 agonist -3.6, M1 antag -1.8, OXTR agonist -1.1, V1R ag counter -0.4, CHO parental Ca -5.2, TAAR1 antag -15.7, CHRM1 PAM 7.5, OXTR potentiate 3.3 and TAAR1 ag 2.4.
`CC(C)=CC1C=C(C)C(C)C2C(=O)NNC(=O)C12` (configuration not stated) gave CHRM1 agonist -6.7, M1 antag 2.8, OXTR agonist 0.9, V1R ag counter -0.1, CHO parental Ca -4.1, TAAR1 antag -9.4, CHRM1 PAM -3.1, OXTR potentiate -1.2 and TAAR1 ag 2.7.
For CC(C)(C)NC(=O)C(=O)NNC(=O)c1ccccc1 the results were CHRM1 agonist -1.0, M1 antag -8.5, OXTR agonist 0.2, V1R ag counter 0.3, CHO parental Ca -7.5, TAAR1 antag -8.0, CHRM1 PAM -2.3, OXTR potentiate -4.6 and TAAR1 ag -0.7.
`Cc1noc(C)c1CC(=O)N1CCCC(C(=O)c2ccc(C(C)(C)C)cc2)C1` (configuration not stated) gave CHRM1 agonist -6.2, M1 antag -2.9, OXTR agonist 1.8, V1R ag counter 5.4, CHO parental Ca -22.4, TAAR1 antag -1.9, CHRM1 PAM 3.8, OXTR potentiate -11.5 and TAAR1 ag 0.1.
Screening COc1ccc(/C(C)=N/NC(=O)OC(C)(C)C)cc1[N+](=O)[O-] returned CHRM1 agonist -3.2, M1 antag 7.5, OXTR agonist -0.1, V1R ag counter -0.3, CHO parental Ca -13.3, TAAR1 antag -23.4, CHRM1 PAM -2.8, OXTR potentiate -7.6 and TAAR1 ag 0.4.
Screening CCCCOc1ccc(-c2nnc(-c3cc[n+](C)cc3)o2)cc1 returned CHRM1 agonist -10.2, M1 antag -7.3, OXTR agonist 0.2, V1R ag counter -0.1, CHO parental Ca -5.7, TAAR1 antag -12.4, CHRM1 PAM 10.8, OXTR potentiate 4.8 and TAAR1 ag 2.8.
`C/C(=N\NC(=O)CC(C)C)c1ccc(N2CCCCC2)cc1` gave CHRM1 agonist -10.2, M1 antag -11.4, OXTR agonist -1.3, V1R ag counter -0.5, CHO parental Ca -5.8, TAAR1 antag 8.9, CHRM1 PAM 13.9, OXTR potentiate -5.6 and TAAR1 ag -1.2.
For Cc1ccc(Cl)cc1NC(=O)c1cc(S(=O)(=O)N2CCOCC2)cn1C the results were CHRM1 agonist -1.1, M1 antag -1.7, OXTR agonist -0.2, V1R ag counter 1.9, CHO parental Ca -5.3, TAAR1 antag -16.5, CHRM1 PAM 6.8, OXTR potentiate -3.3 and TAAR1 ag 0.1.
For O=C1NC(Cc2ccccc2)c2nc3cc(Cl)ccc3c(=O)n2-c2ncccc21 (configuration not stated) the results were CHRM1 agonist -3.0, M1 antag -6.9, TAAR1 antag 5.2, CHRM1 PAM -1.2 and TAAR1 ag 3.2.

Fetched by structure from above (two):
`CC(C)=CC1C=C(C)C(C)C2C(=O)NNC(=O)C12` (configuration not stated) gave CHRM1 agonist -6.7, M1 antag 2.8, OXTR agonist 0.9, V1R ag counter -0.1, CHO parental Ca -4.1, TAAR1 antag -9.4, CHRM1 PAM -3.1, OXTR potentiate -1.2 and TAAR1 ag 2.7.
For Cc1sc2ncnc(-n3cnc4ccccc43)c2c1C the results were CHRM1 agonist -8.3, M1 antag -34.2, OXTR agonist -0.5, V1R ag counter -0.7, CHO parental Ca 4.2, TAAR1 antag -17.3, CHRM1 PAM 10.3, OXTR potentiate -2.8 and TAAR1 ag 6.9.

The list goes on.
Screening COc1ccccc1CCNC(=O)C1CCC(=O)N(Cc2ccccc2OC)C1 (configuration not stated) returned CHRM1 agonist -2.0, M1 antag 13.8, OXTR agonist -1.1, V1R ag counter 1.0, CHO parental Ca -12.5, TAAR1 antag -26.6, CHRM1 PAM -3.0, OXTR potentiate -3.8 and TAAR1 ag 1.6.
For C#CCNC(=O)C1=C[C@H](C)[C@@H](CCCO)[C@H](OCC)O1 the results were CHRM1 agonist -4.2, M1 antag -8.3, OXTR agonist 1.3, V1R ag counter 1.2, CHO parental Ca -14.5, TAAR1 antag 6.0, CHRM1 PAM 13.8, OXTR potentiate 2.8 and TAAR1 ag -0.1.
Cc1cc2c3c(c1C)C1(C(=O)N3C(C)(C)CC2C)C(C#N)=C(N)Oc2cc(O)ccc21 (configuration not stated) was read as CHRM1 agonist -5.0, M1 antag 4.8, OXTR agonist 2.2, V1R ag counter 0.9, CHO parental Ca -27.8, TAAR1 antag -6.5, CHRM1 PAM -1.3, OXTR potentiate -0.6 and TAAR1 ag -1.2.
Screening COc1ccc2c(c1OC)C(=O)N(c1cccc(C(F)(F)F)c1)C2 returned CHRM1 agonist -8.0, M1 antag 0.5, OXTR agonist -1.5, V1R ag counter -1.1, CHO parental Ca -18.3, TAAR1 antag 1.7, CHRM1 PAM 5.9, OXTR potentiate -0.2 and TAAR1 ag 6.5.
`O=C(CC1C(=O)NCCN1Cc1cccc(Oc2ccccc2)c1)NCCc1cnccn1` (configuration not stated) gave CHRM1 agonist -4.1, M1 antag -1.9, OXTR agonist -0.1, V1R ag counter -0.7, CHO parental Ca -27.0, TAAR1 antag -6.3, CHRM1 PAM 8.8, OXTR potentiate -9.2 and TAAR1 ag 0.3.
For CC(C)CC(COCc1ccc(C(F)(F)F)cc1)N1CCN(C(=O)c2ccc(C(F)(F)F)cc2)CCC1=O (configuration not stated) the results were CHRM1 agonist 2.0, M1 antag -6.7, OXTR agonist -1.0, V1R ag counter 0.0, CHO parental Ca -30.9, TAAR1 antag -16.8, CHRM1 PAM 6.4, OXTR potentiate -8.5 and TAAR1 ag 8.6.
